Compound activity as filed in PubChem.
ARFGAP1 inh = rat ARFGAP1 inhibition; Q62848; Arfgap1-stimulated ARF1 GTP hydrolysis, GDP FP detection; inhibition, % at 16.5 µM; hit rate 0.26% among 360,000;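 active = inhibition above a per-plate limit, mean inhibition of low control wells plus 3 SD, cut at about 25% in these data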;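 also: 0% = DMSO wells with enzyme and 100% = wells lacking Arfgap1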
Target sequence (Q62848 1-136 limits assumed): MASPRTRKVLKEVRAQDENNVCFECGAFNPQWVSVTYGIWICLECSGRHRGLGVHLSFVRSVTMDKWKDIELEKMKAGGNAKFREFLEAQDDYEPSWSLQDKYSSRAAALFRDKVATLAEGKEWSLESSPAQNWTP
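Assay system: purified rat His6-Arfgap1 residues 1-136 (GAP domain); Reagent: human Δ17 ARF1 bound to GTP; Dosing: 16.5 µM single point, 1.26% DMSO; Times: GTP hydrolysis reaction 2 h at 25 °C; Signal: FP, GDP Alexa 633 tracer displaced from anti-GDP antibody, 620/688 nm; Measure: % inhibition from polarization.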
ADAM17 inh = ADAM17 inhibition, QFRET primary screen; P78536; recombinant ADAM17, EDANS/DABCYL FRET peptide cleavage; inhibition, % at 6.95 µM; hit rate 0.83% among 370,000; AID 720648;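 active = inhibition above the mean of compounds lying between control limits plus 3 SD, set per campaign, cut at about 8.5% in these data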;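 also: 0% = DMSO-only wells as the low control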
LEDGF integ inh = blocks HIV-1 LEDGF/p75-dependent DNA integration; hit rate 0.64% among 370,000; TR-FRET IN-LEDGF/p75 DNA integration, Eu/Cy5; inhibition, % at 3.7 µM;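 active = inhibition above the screen-wide mean plus 3 SD, cut at about 13% in these data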;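 also: signal is the Cy5 over europium emission ratio at 671 and 618 nm; 0% = plate median of compound wells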
ADAM10 inh = inhibitors of human ADAM10; O14672; inhibition, % at 7 µM; recombinant ADAM10, EDANS/DABCYL FRET peptide cleavage, 3 h; hit rate 0.62% among 370,000;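 active = inhibition above a per-campaign cutoff equal to the mean of compounds falling between control-based bounds plus 3 SD, cut at about 20% in these data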;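 also: 0% = DMSO wells while the 100% control is not disclosed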
Target sequence (O14672 214-748 limits assumed): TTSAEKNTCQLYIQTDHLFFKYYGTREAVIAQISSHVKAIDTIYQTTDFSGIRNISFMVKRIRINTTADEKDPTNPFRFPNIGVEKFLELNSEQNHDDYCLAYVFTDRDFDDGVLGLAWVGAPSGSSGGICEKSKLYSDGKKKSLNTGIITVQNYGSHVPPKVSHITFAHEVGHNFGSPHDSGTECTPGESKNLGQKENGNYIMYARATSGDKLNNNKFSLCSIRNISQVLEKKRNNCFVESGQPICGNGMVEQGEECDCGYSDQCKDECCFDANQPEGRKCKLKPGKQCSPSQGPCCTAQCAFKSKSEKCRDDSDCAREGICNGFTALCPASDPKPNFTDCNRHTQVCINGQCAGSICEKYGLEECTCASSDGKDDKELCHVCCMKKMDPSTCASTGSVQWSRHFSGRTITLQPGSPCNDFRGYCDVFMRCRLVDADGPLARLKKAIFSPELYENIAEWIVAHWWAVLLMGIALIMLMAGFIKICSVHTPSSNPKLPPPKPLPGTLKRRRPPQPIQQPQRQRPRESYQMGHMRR
PLC-gamma1 inh = PLC-gamma1 (human) inhibition, primary screen; P19174; purified PLC-gamma1, fluorogenic substrate, fluorescence; inhibition, % at 12.2 µM; hit rate 0.84% among 370,000; AID 720700; in the data active = inhibition above about 9.5%
Tn7 DDE FP = inhibitors of Tn7 peptide binding to human fibrin DD(E) | inhibition, % at 8.3 µM | FP displacement of FITC-Tn7 peptide from fibrin DD(E); 0% = median of compound wells per plate | AID 720508 | hit rate 0.13% among 370,000 | P02675;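 active = inhibition above the mean of compounds falling within the control limits plus 3 SD of them, cut at about 14% in these data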;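 also: 0% = plate median of compound wells and 100% = 10 µM Aha-Tn7 peptide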
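Test system – human fibrin DD(E) · Times – 10 min preincubation, 3 h with tracer, room temperature · Detection – fluorescence polarization of the labelled Tn7 tracer · Measure – percent inhibition normalized to high-control wells · Benchmarks – high control wells with 10 µM unlabelled Aha-Tn7 peptide (full inhibition) · Repeats – singlicate testing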
KLK7 zymogen act = activates the human kallikrein-7 zymogen; hit rate 0.9% among 370,000; purified proKLK7, EDANS-DABCYL substrate fluorescence; 100% is mature enzyme control, 0% vehicle; AID 652039; activation, % at 7 µM; P49862;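 active = activation above the mean of all tested compounds plus 3 SD, computed per campaign excluding outliers beyond control limits, cut at about 13% in these data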
ASAP1 inh = ASAP1 ArfGAP inhibition. AID 624377. ASAP1-stimulated ARF1 GTP hydrolysis, GDP FP detection. inhibition, % at 16.5 µM. hit rate 0.19% among 360,000; in the data active = inhibition above about 25%;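 also: 0% = vehicle with enzyme and substrate and 100% = no enzyme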
Target sequence (Q9ULH1 325-724 limits assumed): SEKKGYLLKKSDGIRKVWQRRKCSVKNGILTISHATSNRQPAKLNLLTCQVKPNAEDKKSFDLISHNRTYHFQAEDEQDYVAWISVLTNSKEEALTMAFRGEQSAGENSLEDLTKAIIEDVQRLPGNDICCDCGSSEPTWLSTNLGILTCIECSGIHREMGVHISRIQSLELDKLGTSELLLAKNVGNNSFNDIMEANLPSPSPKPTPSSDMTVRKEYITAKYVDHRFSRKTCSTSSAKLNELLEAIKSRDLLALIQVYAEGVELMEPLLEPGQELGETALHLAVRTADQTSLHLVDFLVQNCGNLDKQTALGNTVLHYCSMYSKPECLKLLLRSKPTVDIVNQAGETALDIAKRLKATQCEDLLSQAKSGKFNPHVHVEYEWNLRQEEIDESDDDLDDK
TDP2 inh = TDP2 (human) inhibition, absorbance primary screen. AID 720702. inhibition, % at 12.8 µM. O95551. hit rate 0.34% among 370,000. recombinant TDP2, T5PNP hydrolysis, p-nitrophenol absorbance 415 nm;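 active = inhibition above the mean of all tested compounds plus 3 SD, set per campaign, cut at about 25% in these data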;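 also: 0% = DMSO with enzyme and 100% = buffer with substrate but no TDP2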
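Material: recombinant human TDP2; quantity: TDP2 enzyme at 120 nM final; medium: Tris-HCl pH 7.5 with MgCl2; compound: single concentration, 12.8 µM nominal, with 1% DMSO; incubation: 2 h enzyme incubation at 37 °C; signal: epi absorbance; measure: percent inhibition; benchmarks: high control without enzyme, low control DMSO plus TDP2; repeats: singlicate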
Tn6 DDE FP = inhibitors of Tn6 peptide binding to human fibrin DD(E). P02675. Fibrin DD(E) TRITC-Tn6 fluorescence polarization displacement. inhibition, % at 8.3 µM. hit rate 0.21% among 370,000;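 active = inhibition above a per-campaign cutoff: mean of compounds within control limits plus 3 SD, cut at about 15% in these data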;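 also: 0% = median of all compound wells on the plate and 100% = blocking peptide control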
* hit, by the source's call; i = inactive.

SMILES | ARFGAP1 inh | ADAM17 inh | LEDGF integ inh | ADAM10 inh | PLC-gamma1 inh | Tn7 DDE FP | KLK7 zymogen act | ASAP1 inh | TDP2 inh | Tn6 DDE FP
O=C(Nc1cccc(NC(=O)c2ccccc2F)c1)c1ccccc1 | 8 | 0 | 1 | 3 | 0 | 3 | 0.7 | -11 | -1 | 6
Cn1ncc(Cl)c1C(=O)NC(=S)Nc1sc2c(c1C#N)CCCCC2 | -2 | -6 | 0 | -10 | -2 | -3 | -0.9 | 5 | -14 | 7
O=C(COc1ccc(F)cc1)OCCN1CCOCC1 | -7 | 0 | 5 | 3 | 3 | -4 | 0.1 | -12 | -5 | 1
O=C(COC(=O)c1cc(=O)c2ccccc2o1)Nc1cc(Cl)ccc1Cl | 10 | -3 | -2 | -3 | -1 | 2 | -0.1 | -11 | 2 | 2
O=C(COc1ccccc1)NCC(=O)Nc1cccc2ccccc12 | 1 | -5 | -1 | -14 | -3 | -2 | -1.4 | 15 | 8 | -8
Cc1cccc(-n2c(CNC(=O)COc3ccccc3)nnc2SCC(=O)Nc2nccs2)c1 | 0 | -3 | 3 | -2 | 1 | -2 | 0.4 | -4 | 14 | -1
COc1ccccc1-c1coc2c(CN(C)C)c(O)ccc2c1=O | -12 | i | 9 | i | i | 2 | 50* | 0 | -6 | -6
CSc1nc(Cc2ccccc2)nc2ccccc12 | -9 | -2 | -1 | 2 | -5 | 1 | -0.9 | -3 | 12 | 1
Cc1cc(C)c(C(=O)CSc2nnc(C)s2)c(C)c1 | 19 | -3 | 3 | 7 | 1 | 1 | -0.4 | 7 | 6 | 1
O=C(NC1(C(F)(F)F)C(=O)Nc2c1c(=O)[nH]c(=O)n2Cc1ccco1)C1CC1 (configuration not stated) | 10 | 1 | 2 | 7 | 3 | 7 | -0.1 | -8 | -4 | 2
CCOc1ccc(S(=O)(=O)N2Cc3ccccc3CC2C(=O)O)cc1 (configuration not stated) | 8 | -9 | -4 | -10 | -3 | -1 | 0.0 | 10 | 16 | 4
CCOc1cc(/C=N/NC(=O)C(C)Sc2ccccn2)ccc1O (configuration not stated) | 3 | 3 | 0 | -7 | 2 | 4 | -1.0 | -6 | -1 | 2
COc1cc(C2=NOC(C(=O)Nc3cccnc3)C2)cc(OC)c1OC (configuration not stated) | 9 | -6 | 0 | -11 | 2 | -1 | -0.5 | 15 | 0 | 4
O=C(Nc1cccc(Cl)c1Cl)c1csc([C@H]2C[C@H](O)[C@@H](CO)O2)n1 | 0 | -5 | -2 | -8 | 0 | -2 | -0.2 | -9 | 5 | -1
Cc1cc(C)cc(C(=O)OCC(=O)NCc2ccco2)c1 | 3 | 2 | 3 | -10 | -5 | 3 | 0.1 | -1 | -6 | 5
Cc1noc(NS(=O)(=O)c2ccc(NC(=O)c3ccoc3C)cc2)c1C | 11 | -1 | 0 | 2 | -2 | -4 | 0.3 | -10 | -6 | 5
COc1ccc(/C(O)=C2/C(=O)C(=O)N(c3ncccn3)C2c2ccc(OC)c(OC)c2)cc1 (configuration not stated) | 11 | -2 | 1 | 5 | -10 | 7 | 0.0 | -2 | 24 | 1
N#CCSc1nnc(Cc2cccs2)n1C1CCCCC1 | 6 | -2 | 3 | -1 | -2 | -6 | 0.0 | -1 | 6 | -4
COc1ccc(NC(=O)CCCC(=O)NCCc2ccc(OC)c(OC)c2)cc1 | -1 | -5 | -2 | -4 | 1 | 8 | 0.0 | 4 | 2 | 6
Cc1cc(CNC(=O)C2CCC(=O)N(Cc3ccccc3F)C2)on1 (configuration not stated) | 10 | 2 | -1 | -9 | 1 | -5 | -0.7 | 1 | 4 | -5

Compound profiles, as listed above. Screens in order: ARFGAP1 inh, ADAM17 inh, LEDGF integ inh, ADAM10 inh, PLC-gamma1 inh, Tn7 DDE FP, KLK7 zymogen act, ASAP1 inh, TDP2 inh, Tn6 DDE FP
O=C(Nc1cccc(NC(=O)c2ccccc2F)c1)c1ccccc1 as listed: 8, 0, 1, 3, 0, 3, 0.7, -11, -1, 6
Cc1cc(C)c(C(=O)CSc2nnc(C)s2)c(C)c1 as listed: 19, -3, 3, 7, 1, 1, -0.4, 7, 6, 1
O=C(COc1ccccc1)NCC(=O)Nc1cccc2ccccc12 as listed: 1, -5, -1, -14, -3, -2, -1.4, 15, 8, -8
Cn1ncc(Cl)c1C(=O)NC(=S)Nc1sc2c(c1C#N)CCCCC2 as listed: -2, -6, 0, -10, -2, -3, -0.9, 5, -14, 7
Cc1noc(NS(=O)(=O)c2ccc(NC(=O)c3ccoc3C)cc2)c1C as listed: 11, -1, 0, 2, -2, -4, 0.3, -10, -6, 5

Next structures.
SMILES | ARFGAP1 inh | ADAM17 inh | LEDGF integ inh | ADAM10 inh | PLC-gamma1 inh | Tn7 DDE FP | KLK7 zymogen act | ASAP1 inh | TDP2 inh | Tn6 DDE FP
CCOC(=O)C1CCN(S(=O)(=O)c2ccc(CNC(=O)c3ccccc3)s2)CC1 | 1 | 2 | 2 | 4 | 2 | -4 | 0.3 | -2 | -5 | -1
COc1ccc(-c2cc(=O)c3cccc(CC(=O)O)c3o2)cc1 | 4 | i | 3 | i | i | -1 | 79* | 2 | 5 | 4
O=C(c1ccco1)N1CCN(C(c2cccs2)c2nnnn2C2CCCC2)CC1 (configuration not stated) | -2 | 0 | -1 | -6 | 1 | 8 | -0.3 | -2 | 12 | 5
CC(=O)NC(CC(=O)Nc1cccc(S(=O)(=O)N2CCOCC2)c1)c1ccccc1 (configuration not stated) | 0 | -3 | 2 | -3 | 0 | -7 | 0.3 | -3 | -11 | -3
COCCn1c(SCC(=O)NC(=O)NC(C)C)nc2ccccc21 | 23 | -5 | 0 | 5 | 3 | -2 | -0.3 | 15 | -4 | -2
Cc1ccc(C)c(OCCC(=O)N(C)CC(=O)Nc2c(C)cccc2C)c1 | 3 | -2 | 2 | -4 | -3 | -3 | -0.4 | -9 | 7 | -4
CCC(C)n1c(SCC(=O)NC2CCCC2)nc2ccccc2c1=O (configuration not stated) | 3 | 0 | -11 | -4 | -1 | 2 | 0.3 | 1 | -5 | -5
CC1(c2nc3ccccc3[nH]2)CCC(=O)N1Cc1ccc(F)cc1 (configuration not stated) | -4 | -5 | 0 | -5 | -1 | -4 | -0.4 | 13 | 4 | -1
COCCNCCCOc1ccc(Br)cc1Cl | 12 | -1 | -3 | -15 | 11* | 5 | 0.1 | 0 | -10 | -4
O=C(O)C1CCC1C(=O)Nc1nc(-c2ccc(Cl)s2)cs1 (configuration not stated) | -4 | -2 | 0 | 6 | -1 | 9 | -0.1 | 2 | 0 | 7
Cc1oc(C(C)(C)C)cc1C(=O)Nc1ccc2c(c1)OCCO2 | 4 | 3 | -1 | 15 | 2 | -3 | 0.3 | -12 | -6 | 2
COc1cc(NC(=O)Cn2cnc(S(=O)(=O)N3CCOCC3)c2)cc(OC)c1OC | -5 | 1 | -2 | -11 | 7 | 1 | -0.7 | 0 | 5 | 2
CCCCC/C=N\NC(=O)Cc1ccc([N+](=O)[O-])cc1 | 3 | 1 | 1 | 13 | 3 | -6 | -0.4 | -6 | -9 | 2
N/C(=N\OC(=O)c1ccco1)c1ccc(Br)cc1 | -3 | 2 | 1 | 4 | 6 | -4 | 0.4 | 2 | -6 | -5
Cc1ccc(OCC(=O)Nc2cccc3ccccc23)c([N+](=O)[O-])n1 | -3 | -1 | -2 | -5 | 4 | -2 | -0.1 | -5 | -3 | 6
O=C(COc1ccc(Cl)cc1)NNC(=O)c1ccccc1C(=O)O | 2 | -4 | 0 | 3 | -2 | 6 | 0.0 | 5 | 4 | 4
CS(=O)(=O)Nc1ccccc1C(=O)NCc1ccccc1Cl | 15 | -11 | -2 | -30 | -5 | -1 | -1.5 | 4 | 8 | -4
C=CCN(c1ccccc1)S(=O)(=O)c1cccc(C(=O)Nc2ccc(N3CCOCC3)cc2)c1 | 6 | 3 | 1 | 10 | 0 | -5 | -0.3 | 4 | 4 | -7
O=C(NCCCNCCCNC(=O)c1ccc(/C=N/O)nc1)c1ccc(/C=N/O)nc1 | 7 | -1 | 2 | -2 | 0 | -1 | -0.2 | 3 | -8 | 0
O=c1c2ccccc2ncn1CCCSc1ccccc1 | -12 | -6 | 2 | -5 | 0 | 5 | -0.6 | -6 | 3 | -9
O=C(CNC(=O)c1cccc(S(=O)(=O)N2CCc3ccccc32)c1)Nc1ccc(F)c(F)c1F | 2 | 5 | 3 | 12 | 2 | 4 | 1.1 | 7 | -5 | -3
O=[N+]([O-])c1ccc(O)c(/C=N/Nc2nn[nH]n2)c1 | -3 | 1 | 13 | 9 | 6 | -1 | -0.3 | 3 | -5 | 4
COc1cc2[nH]c(=S)n(Cc3ccc(C)o3)c(=O)c2cc1OC | 8 | -1 | -1 | 0 | 0 | -2 | 0.3 | 1 | -2 | 6
C/C(N)=C(/C#N)C(=O)COc1ncnc2ccccc12 | -16 | -5 | 0 | -4 | -4 | -3 | 0.3 | 3 | 1 | 1
CN(C)S(=O)(=O)c1cccc(NC(=O)c2ccc(OC(F)(F)F)cc2)c1 | -19 | 8 | -4 | 4 | -3 | 1 | -0.3 | 3 | -5 | 0
Cc1ccc(-n2nnnc2C(Cl)(Cl)c2nnnn2-c2ccc(C)cc2)cc1 | 14 | -2 | -4 | -1 | 3 | 2 | 0.0 | 0 | 3 | -2
CCC(Sc1nc(-c2ccccc2)c(C#N)c(=O)[nH]1)C(=O)Nc1nnc(C)s1 (configuration not stated) | 10 | -3 | 1 | -5 | -4 | -8 | 0.9 | -1 | 7 | -2
O=C(Nc1ccc(O)c(C(=O)O)c1)c1ccc2c(c1)C(=O)N(CC1CCCO1)C2=O (configuration not stated) | -20 | 0 | -2 | -5 | 1 | -1 | 0.4 | -3 | -4 | 3
CNc1cccccc1=S | -1 | -3 | 23* | -3 | -7 | 3 | 0.3 | -1 | 9 | -7
CC(=O)C1CCC2C(CCC3=CC(=O)CCC32)C1 (configuration not stated) | 7 | -1 | 2 | -2 | 2 | 0 | 0.0 | -4 | 4 | -5
COc1ccc(C(=O)NCc2ccccc2)cc1S(=O)(=O)N1CCCc2ccccc21 | 0 | 0 | -1 | 13 | -1 | 11 | 0.0 | -10 | -1 | -1
CCOc1ncccc1C(=O)OCC(=O)N(CC(C)C)c1c(N)n(Cc2ccccc2)c(=O)[nH]c1=O | 0 | -2 | 0 | -1 | 0 | 2 | 0.2 | 3 | 3 | 1
COc1ccc(CCNC(=O)Nc2cccs2)c(OC)c1 | 2 | -3 | 1 | 0 | -10 | 2 | 0.2 | 4 | -11 | -1
CSc1ccccc1OC1CCN(Cc2ccccc2)CC1 | 0 | -3 | 6 | 3 | 2 | 2 | -1.0 | 0 | 1 | 3
